Source: PubChem BioAssay (several laboratories)
V-ATPase pH – regulators of yeast V-ATPase proton pumping, primary screen, pHLuorin cytosolic pH fluorescence; hit rate 0.37% among 350,000; response, % at 10 µM; S. cerevisiae; AID 504577, 2011; in the data active means response mostly above about 7.3%, no sharp cut-off; inactive means mostly below about 5.4%; further: actives read high; inactives centre near 0; some compounds called inactive have numbers as strong as hits; reference of the scale not given here
Wnt act – Wnt/beta-catenin pathway activators, primary screen, cell-based, plate reader, single point; activation, % at 9.35 µM; hit rate 1.2% among 300,000; Wnt/beta-catenin reporter cell assay, activator; AID 743398, 2014; in the data active means activation above about 30%, passing the limit was not always enough;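 further: 0% = neutral control wells and 100% = positive control wells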
Active calls of the source: *.

V-ATPase pH | Wnt act | Compound
2 | -2 | O=S(=O)(Nc1ccc(NS(=O)(=O)c2ccccc2)cc1)c1ccccc1
-1 | -4 | CC(C)NC(=O)N(C)C[C@H]1OCCCC[C@H](C)Oc2ccc(NS(=O)(=O)c3ccccc3)cc2C(=O)N([C@H](C)CO)C[C@H]1C
-2 | 0 | O=C(O)CCCC(=O)N1CCN(c2ncccn2)CC1
0 | -2 | CCCCCCn1c(=O)n2n(c1=O)C[C@]1(OC(=O)NCC3CCCCC3)CN(S(=O)(=O)c3ccc(C)cc3)C[C@]1(O)C2
-2 | -4 | CCC(C)n1c(SCC(=O)NC2CC2)nc2ccccc2c1=O (stereo not given)
0 | 0 | CC(C)Oc1ccc(C2CC(=O)N(c3cccc(Br)c3)C2=O)cc1 (stereo not given)
-2 | 0 | COc1cccc(CNC(=O)c2ccc(S(=O)(=O)N3CCCCC3)cc2)c1
1 | 0 | O=C(COC(=O)c1cccc(Br)c1)NC1CCCCCCC1
-1 | -1 | CCCCN1C(=O)C(CC(=O)NCCCN(C)C)CC(C(=O)N2CCOCC2)=C1C (stereo not given)
-1 | -1 | Cc1ccc2nc(SCC(=O)N3N=C(c4cccs4)CC3c3ccc(F)cc3)nc(=O)n2c1 (stereo not given)
-2 | -1 | Cc1csc2c(=O)sc(NC(=O)c3ccc(F)cc3)nc12
0 | -8 | CCOc1ccc(Nc2ccc(S(=O)(=O)N3CCOCC3)cc2[N+](=O)[O-])cc1
-1 | 0 | CC(C)CN(C(=O)C1=COCCO1)c1c(N)n(Cc2ccccc2)c(=O)[nH]c1=O
2 | -5 | Clc1cc(Cl)cc(Nc2ccccc2CN(C/C=C/c2ccc3c(c2)OCO3)Cc2ccccc2)c1
-4 | -1 | CC1(C)CC(=O)C=C(c2ccc(-c3cnn(Cc4ccccc4)c3)cc2)C1=O
0 | 0 | Cc1cc(C)c(N2C(=O)CC(Sc3ccccc3N)C2=O)c(C)c1 (stereo not given)
1 | 1 | C[C@@H]1CN([C@H](C)CO)C(=O)CCCn2nncc2CO[C@@H]1CN(C)C(=O)C1CCCCC1
-4 | 2 | CC(C)OP(=O)(OC(C)C)C(Nc1ccccc1)c1cccc([N+](=O)[O-])c1 (stereo not given)
5 | -2 | C[C@H]1CN([C@@H](C)CO)C(=O)CCCn2cc(nn2)CO[C@@H]1CN(C)S(=O)(=O)c1ccccc1C#N
0 | -2 | Cc1ccc(S(=O)(=O)N(C)C[C@@H]2OCc3cn(nn3)CCCC(=O)N([C@@H](C)CO)C[C@H]2C)cc1
1 | 0 | C[C@H]1CN([C@@H](C)CO)C(=O)CCCn2cc(nn2)CO[C@@H]1CN(C)S(=O)(=O)c1ccc(-c2ccccc2)cc1
-4 | -3 | Cc1ccc2c(=O)n3c(nc2c1)C(CC(C)C)NC(=O)c1cccnc1-3 (stereo not given)
1 | -1 | COc1cccc(NC(=S)NC(Cc2ccccc2)c2ccccc2)c1 (stereo not given)
3 | -6 | CC1(C)C2CCC(CN)C1C2 (stereo not given)
2 | 2 | COCOCCn1cc(CN2CCS(=O)(=O)N(Cc3ccc(-c4cccc(CO)c4)cc3)C(C(C)C)C2=O)nn1 (stereo not given)

Overlap with the part before: 6 compounds, then new ones.
V-ATPase pH | Wnt act | Compound
0 | -2 | Cc1ccc(S(=O)(=O)N(C)C[C@@H]2OCc3cn(nn3)CCCC(=O)N([C@@H](C)CO)C[C@H]2C)cc1
1 | 0 | C[C@H]1CN([C@@H](C)CO)C(=O)CCCn2cc(nn2)CO[C@@H]1CN(C)S(=O)(=O)c1ccc(-c2ccccc2)cc1
-4 | -3 | Cc1ccc2c(=O)n3c(nc2c1)C(CC(C)C)NC(=O)c1cccnc1-3 (stereo not given)
1 | -1 | COc1cccc(NC(=S)NC(Cc2ccccc2)c2ccccc2)c1 (stereo not given)
3 | -6 | CC1(C)C2CCC(CN)C1C2 (stereo not given)
2 | 2 | COCOCCn1cc(CN2CCS(=O)(=O)N(Cc3ccc(-c4cccc(CO)c4)cc3)C(C(C)C)C2=O)nn1 (stereo not given)
-2 | 45* | CC(O)C(NS(=O)(=O)c1ccc(Cl)cc1)C(=O)OCCOc1ccc(F)cc1 (stereo not given)
1 | 7 | CCc1nnc(NC(=O)c2ccco2)s1
-4 | 0 | O=C(NCCNc1ccc([N+](=O)[O-])cc1)c1ccccc1Cl
2 | 2 | Cc1ccc(-c2cc(C(=O)Nc3ccccc3C(N)=O)c3ccccc3n2)o1
-3 | -1 | CCOC(=O)c1c(NC(=S)SC)sc(C(=O)N2CCc3ccccc3C2)c1C
0 | -2 | COc1ccccc1NC(=O)COC(=O)c1c(NC(C)=O)sc(C)c1C
-1 | 30 | COc1cccc(/C=C/C(=O)OCC(=O)NC2CCCC2)c1
-2 | 2 | CCOC(=O)c1cnc(-n2nc(C)cc2C)nc1Oc1ccccc1F
4 | -2 | C[C@@H]1CN([C@@H](C)CO)C(=O)c2c(c3ccccc3n2C)-c2ccccc2CO[C@H]1CN(C)S(=O)(=O)c1ccc(C(F)(F)F)cc1
1 | -1 | CCCCN1C(=O)C(CC(=O)NCc2cccc3ccccc23)CC(C(=O)N(C)C)=C1C (stereo not given)
2 | -5 | CC1CCN(S(=O)(=O)c2cc(C(=O)N3CCN(c4ccccc4)CC3)ccc2Br)CC1
1 | 1 | COc1ccc(C(=O)NC2=NCCS2)cc1S(=O)(=O)N1CCOCC1
1 | 2 | Cc1cc(-c2nc(C)c(-c3nnc(SCC(=O)Nc4ccc(Cl)cc4)n3C)s2)no1
1 | 0 | COc1cccc(OC)c1C(=O)N1CCN(Cc2ccccc2F)CC1
-2 | -2 | O=C(COC(=O)C1COc2ccccc2O1)c1ccccc1 (stereo not given)
1 | -4 | COC(=O)C[C@@H]1C[C@@H]2c3cc(NS(=O)(=O)c4ccccc4)ccc3O[C@@H]2[C@@H](CO)O1
0 | -3 | O=C(c1ccoc1)N1CCN(c2cc(-c3cccc(F)c3)nc3cc(-c4cccc(Cl)c4)nn23)CC1
2 | -1 | COCOCCn1cc(CN2CCS(=O)(=O)N(Cc3ccc(-c4ccc(Cl)c(Cl)c4)cc3)C(C(C)C)C2=O)nn1 (stereo not given)
-3 | 7 | CC(=O)c1ccc(N2CCN(S(=O)(=O)c3cccc4nonc34)CC2)cc1
2 | -2 | Cc1cccc(N(CC(=O)NCc2ccco2)S(=O)(=O)c2ccccc2)c1
-2 | 0 | O=C(NNC(=S)Nc1ccc(Cl)c(Cl)c1)c1cccc([N+](=O)[O-])c1
0 | 2 | CC12CCC(C(=O)Nc3ccc(Cl)cc3)([C@H](Br)C1=O)C2(C)C (stereo not given in full)
2 | 5 | CCCCCCNC(=O)O[C@]12C[C@@H](C(=O)OC)[C@@H](C(=O)OC)C[C@@]1(O)CN(S(=O)(=O)c1ccc(C)cc1)C2
-1 | 2 | Cc1cc(=O)[nH]c2nc3ccccc3n12
0 | -4 | C[C@H]1Cn2cnc(C(=O)N[C@H](C)c3ccccc3)c2C(=O)N1

Single records, as listed above. Order of screens: V-ATPase pH	Wnt act
Cc1csc2c(=O)sc(NC(=O)c3ccc(F)cc3)nc12 is entered as -2	-1
CC1(C)C2CCC(CN)C1C2 (stereo not given) is entered as 3	-6

Three of the compounds above, with two lines to a compound:
Second line of a record: V-ATPase pH	Wnt act
COCOCCn1cc(CN2CCS(=O)(=O)N(Cc3ccc(-c4ccc(Cl)c(Cl)c4)cc3)C(C(C)C)C2=O)nn1 (stereo not given)
→ 2	-1
CC(O)C(NS(=O)(=O)c1ccc(Cl)cc1)C(=O)OCCOc1ccc(F)cc1 (stereo not given)
→ -2	45*
O=C(O)CCCC(=O)N1CCN(c2ncccn2)CC1
→ -2	0

(cont.)
V-ATPase pH | Wnt act | Compound
-2 | 0 | O=C(Nc1ccccc1Br)c1cccc2ccccc12
3 | 1 | CC1CCCCC1NC(=O)CN1CCC(NC(=O)C(C)(C)C)CC1 (stereo not given)
7 | 0 | Clc1ccc(C2=Nn3c(Cn4nnc5ccccc54)nnc3SC2)cc1
-1 | 83* | COc1ccc(C(=O)CC(=O)c2ccccc2)cc1
3 | 1 | C[C@@H]1CN([C@H](C)CO)C(=O)CCCn2nncc2CO[C@@H]1CN(C)C(=O)c1cc(-c2ccccc2)on1
0 | 1 | O=c1[nH]c(=O)n2c(c1-c1ccccc1)OC(CBr)C2 (stereo not given)
-2 | -2 | CCOc1ccccc1N1CN(Cc2ccccc2)CNC1=S
-2 | 0 | Cc1ccc(S(=O)(=O)CCSc2n[nH]c(=O)n2-c2ccccc2)cc1
0 | 0 | O=C(C=Cc1ccc2c(c1)OCO2)C=Cc1ccc2c(c1)OCO2
1 | -1 | O=C(COc1ccc([N+](=O)[O-])cc1)NNC(=O)C1COc2ccccc2O1 (stereo not given)
1 | -3 | CC(OC(=O)CCNS(=O)(=O)c1ccc(Cl)cc1)C(=O)N(C)Cc1ccccc1 (stereo not given)
1 | -1 | O=C(CSc1nnc(-c2cccc(Br)c2)o1)NCC1CCCO1 (stereo not given)
0 | -3 | O=[N+]([O-])c1ccc(Sc2ccncn2)c([N+](=O)[O-])c1
2 | -5 | N#C/C(=C\N1CCCCC1)S(=O)(=O)c1ccc(Cl)cc1
-7 | 10 | O=C(CCCCCN1C(=O)c2cccc3cccc(c23)C1=O)NCc1cccnc1
-1 | -3 | COc1cccc(S(=O)(=O)N(C)C[C@H]2Oc3ncc(Br)cc3C(=O)N([C@@H](C)CO)C[C@@H]2C)c1
-4 | -4 | O[C@@H]1C[C@H](c2ccc(Cl)cc2)N(Cc2cccs2)C[C@H]1n1cc(-c2ccc(F)cc2)nn1
21 | 49* | C(=N\Nc1nccc(-c2cccnc2)n1)/c1ccccc1
0 | 15 | COc1cccc(-c2csc(NC3OC(=O)c4c3ccc(OC)c4OC)n2)c1 (stereo not given)
-3 | -1 | Cc1ccc(C(=O)OCC(=O)NC2CCCCCCC2)cc1C
-2 | -3 | CCCCn1c(N)c(N(CCOC)C(=O)c2oc3c(Cl)cccc3c2C)c(=O)[nH]c1=O
-1 | 3 | O=C(Nc1ccccc1)/C(=C\c1ccccc1)NC(=O)c1ccco1
1 | 9 | CC1=C(C(=O)N(C)C)CC(CC(=O)NC(c2ccccc2)c2ccccc2)C(=O)N1CCCN1CCCC1=O (stereo not given)
5 | -3 | Cc1cccc(CN2CCC(n3nccc3NC(=O)CCCc3ccccc3)CC2)c1
3 | -3 | CCc1cccc(NC(=O)COC(=O)CSc2ccc(C)cc2)c1

The results go on.
V-ATPase pH | Wnt act | Compound
-1 | -3 | Cn1c(SCC(=O)NCCC2=CCCCC2)nnc1C(F)(F)F
6 | 0 | Cc1nn2c(=O)c3c4c(sc3nc2n1-c1ccccc1)COC(C)(C)C4
5 | 2 | COc1ccc(C2=NN(C(=O)CN3CCCC3)C(c3ccc(OC)cc3)C2)cc1 (stereo not given)
3 | -6 | CC(C)C#Cc1cnc2c(c1)C(=O)N([C@@H](C)CO)C[C@@H](C)[C@H](CN(C)Cc1cccc(F)c1)O2
-1 | -5 | Cc1ccc(-c2ccc(CN3C(C)C(=O)N(Cc4cn(Cc5ccco5)nn4)CCS3(=O)=O)cc2)cc1 (stereo not given)
0 | -3 | CCC(C(=O)NC(C)(C)C)N(Cc1ccc(OC)cc1)C(=O)c1snc(C(N)=O)c1N (stereo not given)
2 | -1 | C[C@H](CO)N1C[C@H](C)[C@H](CN(C)C(=O)Nc2cccc(F)c2)Oc2cc(C#CC3(O)CCCC3)ccc2S1(=O)=O
-1 | -3 | CCOC(=O)C(=O)Nc1ccc(S(=O)(=O)Nc2nccc(C)n2)cc1
-5 | -1 | CCc1nc2sc(C(C)=O)c(N)c2c2c1CCCC2
7 | -1 | N#Cc1ccc2c(c1)nnn2-c1ccccc1
9.2* | -1 | Cc1onc(-c2ccccc2)c1C(=O)NC1CCCCC1C (stereo not given)
2 | 0 | O=C(CCCN1C(=O)/C(=C\c2cccc(Br)c2)SC1=S)Nc1ccc(C(=O)O)cc1
2 | -2 | N#Cc1ccccc1S(=O)(=O)N1CCN(Cc2cccs2)CC1
0 | 0 | C[C@H]1CN([C@@H](C)CO)C(=O)CCCn2nncc2CO[C@@H]1CN(C)C(=O)Nc1cccc2ccccc12
-2 | -3 | Nc1nccc2c1ncn2C1OC(CO)C(O)C1O (stereo not given)
1 | -3 | Cc1oc(-c2ccccc2)cc1C(=O)NC1CCN(Cc2ccccc2)CC1
3 | -1 | CC(=O)Nc1ccc(NC(=O)CSc2ncnc3c2cnn3Cc2ccccc2)cc1
1 | -1 | COc1cc(/C=C2/SC(=S)N(CCC(=O)Nc3cccnc3)C2=O)cc(OC)c1OC
2 | -5 | Cc1oc(-c2ccc(Cl)cc2)cc1C(=O)NC1CCN(Cc2ccccc2)CC1
0 | 1 | CCC[C@H]1CN(Cc2cccnc2)C(=O)[C@@H]1CC(=O)Nc1ccc(Br)cc1
1 | -2 | CC(C)c1cc(C(=O)OCC(=O)NC2CCS(=O)(=O)C2)c(O)c(C(C)C)c1 (stereo not given)
-1 | 2 | COc1ccc(CN2C(=O)C(CC(=O)NCCN3CCOCC3)CC(C(=O)N(C)C)=C2C)cc1 (stereo not given)
-6 | 0 | O=C1CC(C(=O)NCCc2ccccc2)SC(=Nc2ccccc2)N1 (stereo not given)
-4 | -3 | O=C1CCC2(CCCC2)c2ccccc21
1 | -3 | N#Cc1ccc(OCC(=O)NCCCN2CCCC2=O)cc1
-1 | -3 | COc1cc(C=CC(=O)N2CCN(CC(=O)N3CCCC3)CC2)cc(OC)c1OC

Quoted from the listing.
Entry for `CCOC(=O)C(=O)Nc1ccc(S(=O)(=O)Nc2nccc(C)n2)cc1` in V-ATPase pH: -1
Entry for `N#Cc1ccccc1S(=O)(=O)N1CCN(Cc2cccs2)CC1` in Wnt act: -2
Entry for `CC(C)C#Cc1cnc2c(c1)C(=O)N([C@@H](C)CO)C[C@@H](C)[C@H](CN(C)Cc1cccc(F)c1)O2` in V-ATPase pH: 3
Entry for `Nc1nccc2c1ncn2C1OC(CO)C(O)C1O` (stereo not given) in V-ATPase pH: -2

Not all compounds are listed; the hit share may differ from the screen's.
